Pin1 inh: qHTS Assay to Find Inhibitors of Pin1 | Pin1 FP peptide displacement, HiFluor488, 10 min | Potency, µM (doses to about 115 µM), for the others: at the top dose activity, negative = inhibition, most hits filed as inhibitors | Peptidyl-prolyl cis-trans isomerase NIMA-interacting 1 (Homo sapiens), Q13526 | AID 504891, 2011 | 390,000 tested, 0.009% active; active = well fitted inhibition curve with a large enough effect in the polarisation, with a control signal flat, not every such curve was filed as active; inconclusive = small, poorly fitted or top-dose-only effect, or effect the other way, or a change in a side signal; inactive = no such curve, though single readings can be large or run the other way; the % refers to the polarisation; also: potency is read from the fitted curve at half-maximal effect; % is scaled to controls: 0 for no effect and ±100 for the full control effect
Tb PGK inh: qHTS Assay to Find Inhibitors of Phosphoglycerate Kinase; 380,000 tested, 0.043% active; Potency, µM (series often up to 57.5 µM), inactives show at the top dose activity change, negative = inhibition, usual class: inhibitors; PGK/GAPDH coupled, Kinase-Glo luminescence, 60 min; AID 602233, 2012; Phosphoglycerate kinase, glycosomal (Trypanosoma brucei brucei), P07378; also: potency is read from the fitted curve at half-maximal effect; % is scaled to controls: 0 for no effect and ±100 for the full control effect; nearly all actives have a fitted effect of over 60% in size
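Luminescent ATP detection (Kinase-Glo Plus) follows a 60-minute room-temperature incubation, with wells lacking PGK as controls. Buffer: 100 mM TEA (pH 7.6), 5 mM MgCl2, 0.01% Tween-20. Coupling enzyme GAPDH (100 nM final) supplies unstable 1,3-BPG in-well.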
JMJD2A Tudor inh: qHTS Assay for Inhibitors of JMJD2A-Tudor Domain. Lysine-specific demethylase 4A (Homo sapiens), O75164. AlphaScreen JMJD2A-Tudor / H3K4me3 peptide binding. Potency, µM (top dose mostly 114 µM), for inactives: top-dose activity change, negative = inhibition, most hits filed as inhibitors. AID 504339, 2011. 390,000 tested, 4.4% active; also: potency is read from the fitted curve at half-maximal effect; % is scaled to controls: 0 for no effect and ±100 for the full control effect; nearly all actives have a fitted effect of over 50% in size
GLS inhibitor: qHTS for Inhibitors of Glutaminase (GLS); AID 624170, 2012; 410,000 tested, 0.21% active; Potency, µM (series often up to 45.5 µM), for inactives: at the highest dose activity change, negative = inhibition, usual class: inhibitors; GLS enzymatic activity, qHTS titration; Glutaminase kidney isoform, mitochondrial (Homo sapiens), O94925; also: potency is read from the fitted curve at half-maximal effect; % is scaled to controls: 0 for no effect and ±100 for the full control effect
Target sequence (O94925 whole entry, looked up, canonical isoform): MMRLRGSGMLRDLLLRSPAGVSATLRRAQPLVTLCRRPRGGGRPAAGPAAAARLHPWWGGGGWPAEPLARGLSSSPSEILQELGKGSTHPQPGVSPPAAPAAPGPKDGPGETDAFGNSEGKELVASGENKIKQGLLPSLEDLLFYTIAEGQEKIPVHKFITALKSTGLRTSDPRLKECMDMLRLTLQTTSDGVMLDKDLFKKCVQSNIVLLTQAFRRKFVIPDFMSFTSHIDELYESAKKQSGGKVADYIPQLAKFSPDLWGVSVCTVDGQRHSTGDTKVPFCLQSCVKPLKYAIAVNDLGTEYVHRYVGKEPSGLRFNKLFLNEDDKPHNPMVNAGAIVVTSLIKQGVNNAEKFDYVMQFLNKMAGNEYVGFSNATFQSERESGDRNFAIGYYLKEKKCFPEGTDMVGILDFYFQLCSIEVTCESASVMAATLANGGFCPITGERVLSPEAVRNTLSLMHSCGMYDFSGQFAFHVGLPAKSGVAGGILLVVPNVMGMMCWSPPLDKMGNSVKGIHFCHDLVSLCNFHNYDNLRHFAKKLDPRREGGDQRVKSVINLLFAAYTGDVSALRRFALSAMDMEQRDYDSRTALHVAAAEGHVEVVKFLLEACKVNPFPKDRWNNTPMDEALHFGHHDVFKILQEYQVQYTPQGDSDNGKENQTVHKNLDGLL
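Glutamate formation by hKGA was monitored fluorometrically using coupled glutamate oxidase, HRP and Amplex Red. Substrate was added as 1 mM L-glutamine solution; incubation was 30 min at RT after an initial read.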
BAZ2B block: qHTS Assay for Inhibitors of BAZ2B; AlphaScreen BAZ2B-H3K14Ac peptide displacement; Bromodomain adjacent to zinc finger domain protein 2B (Homo sapiens), Q9UIF8; Potency, µM (highest dose often 114 µM), inactives show at the top dose activity change, negative = inhibition, hits mostly inhibitors; 360,000 tested, 4.4% active; also: potency is read from the fitted curve at half-maximal effect; % is scaled to controls: 0 for no effect and ±100 for the full control effect; nearly all actives have a fitted effect of over 60% in size
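BAZ2B 50 nM plus b-H3(5-23)K14Ac 50 nM, PBS pH 7.4/0.01% Tween-20, 30 min RT; compound added (max 110 uM), 30 min RT; streptavidin donor/Ni-chelate acceptor beads 10 ug/mL final, 20 min dark; AlphaScreen read.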
HP1b chromo inh: HTS for Inhibitors of HP1-beta Chromodomain Interactions with Methylated Histone Tails | Chromobox protein homolog 1 (Homo sapiens), P83916 | AlphaScreen HP1-beta / biotin-H3K9me3 peptide binding | Potency, µM (doses to about 114 µM), for the others: top-dose activity change, negative = inhibition, hits mostly inhibitors | 390,000 tested, 0.56% active; also: potency is read from the fitted curve at half-maximal effect; nearly all actives have a fitted effect of over 70% in size; inactives centre near 23
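AlphaScreen: HP1-beta (50 nM) preformed 30 min with biotin-H3(1-18)K9me3 peptide (50 nM) in PBS pH 7.4, 0.01% Tween-20. Compound added for 30 min at RT, then streptavidin donor/nickel chelate acceptor beads (10 ug/mL) for 30 min.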
POLH inh: qHTS for Inhibitors of Polymerase Eta. 390,000 tested, 1.2% active. recombinant Pol eta, fluorescent DNA replication assay. Potency, µM (series often up to 114 µM), for the others: at the top dose activity change, negative = inhibition, usual class: inhibitors; also: potency is read from the fitted curve at half-maximal effect; % is scaled to controls: 0 for no effect and ±100 for the full control effect
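Pol eta (10 nM) was preincubated with compounds for 15 min at room temperature, after which fluorescent replication substrate (50 nM final) was added to start the reaction. Fluorescence was read kinetically at 0 and 10 min.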
G9a block: qHTS Assay for Inhibitors of Histone Lysine Methyltransferase G9a. G9a H3K9 monomethylation, AlphaScreen, 2 h. Potency, µM (highest dose often 102 µM), inactives show top-dose activity, negative = inhibition, actives largely listed as inhibitors. 350,000 tested, 8.8% active. AID 504332, 2011; also: potency is read from the fitted curve at half-maximal effect; % is scaled to controls: 0 for no effect and ±100 for the full control effect; nearly all actives have a fitted effect of over 75% in size
Target sequence (Q96KQ7 913-1193 limits assumed): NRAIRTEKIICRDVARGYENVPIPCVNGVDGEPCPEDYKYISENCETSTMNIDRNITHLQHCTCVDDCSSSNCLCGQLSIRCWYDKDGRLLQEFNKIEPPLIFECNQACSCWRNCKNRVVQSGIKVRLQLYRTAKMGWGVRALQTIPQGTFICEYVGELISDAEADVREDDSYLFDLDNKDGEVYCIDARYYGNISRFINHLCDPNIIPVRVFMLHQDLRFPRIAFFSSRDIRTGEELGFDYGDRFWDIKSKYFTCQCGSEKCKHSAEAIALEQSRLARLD
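Compounds were preincubated with 20 nM G9a for 15 min, after which biotinylated H3K9 peptide (500 nM) and SAM (20 uM) started a 2 h room-temperature reaction. Monomethylated product was quantified by antibody-based AlphaScreen chemiluminescence.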
PI4K2A inh: qHTS for small molecular inhibitors of PI4K2A. 420,000 tested, 0.13% active. activity change, negative = inhibition, % at 76.9 µM. AID 1346378, 2018. purified PI4K2A, ADP-Glo luminescence, 1 h; active compounds read low. Phosphatidylinositol 4-kinase type 2-alpha (Homo sapiens), Q9BTU6; in the data active = activity change below about -50%; inconclusive = mostly about -30% to -49%;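 also: -100% = wells without enzyme as full effect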
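Compounds are screened against recombinant PI4K2A using PI as substrate and ATP, the latter dispensed at 300 microM. Reactions run one hour at ambient temperature before ADP-Glo detection; full inhibition defined by wells lacking enzyme.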
* = called active by the depositor; i = inactive; ? = inconclusive; / = not tested or not shown; [ ] = another dose, or the depositor's remark. Unless noted, calls follow the shape of the dose curve; as a rule, active = well fitted curve in the direction sought with a large enough effect; inconclusive = small, poorly fitted or top-dose-only effect, or another doubt; inactive = no such curve, though single readings can be large; an effect the other way counts as inactive or inconclusive.

SMILES	Pin1 inh	Tb PGK inh	JMJD2A Tudor inh	GLS inhibitor	BAZ2B block	HP1b chromo inh	POLH inh	G9a block	PI4K2A inh
CCCn1c(SCC(O)c2ccccc2)nc2ccccc21 (centres undefined)	0.2%	11.4%	-28.3%	1.9%	?	35.4%	-15.7%	-49.3%[59 µM]	-3.0
COc1cccc(-c2ccc(C#N)c(SCC(=O)NCc3ccco3)n2)c1	22.3%	-3.1%	-1.7%	0.7%	-15.9%	43.0%[activator]	-0.9%	?	-1.9
CN(c1ccccc1)c1nc(N)c([N+](=O)[O-])c(Nc2ccc(F)cc2)n1	?	1.5%	-14.0%	0.8%	-4.0%	5.1%	-21.3%	33.1%	-0.7
COc1ccccc1C(=O)Nc1nnc(-c2ccc3c(c2)CCCC3)o1	-1.4%	-5.7%	-27.6%	0.4%	7.2%	46.7%[activator]	-18.6%	-5.4%	2.2
O=C(NCC1CCCN1S(=O)(=O)c1ccccc1)C(=O)NC1CC1 (centres undefined)	-4.8%	3.3%	35.5µM*	11.3%	5.4%	0.1%	1.1%	50.1µM*	3.9
O=C(COC(=O)Cc1ccc(Cl)cc1)NCCc1ccccc1	4.1%	6.4%	-3.4%	-1.6%	1.0%	56.4%[activator]	-2.0%	29.3%[59 µM]	-6.1
O=C(CCN1C(=O)c2ccccc2C1=O)Nc1ccc(F)cc1	-5.7%	/	-6.7%	0.7%	-2.7%	27.6%	-15.1%	-31.7%[59 µM]	0.1
COc1ccc(C(CNCC(O)COc2c(C)ccc(C)c2C)N(C)C)cc1 (centres undefined)	-2.4%	/	22.4µM*	2.3%	56.2µM*	3.2%	-7.5%	-19.1%	-5.8
Cn1c(=O)c2cc(S(=O)(=O)NCCC(=O)Nc3ccccc3F)ccc2n(C)c1=O	-0.7%	-2.4%	-11.5%	-0.5%	3.8%	20.8%	-3.1%	/	-2.0
CCOC(=O)c1c(S(=O)(=O)NCC2CCN(CCc3cccs3)CC2)c(C)n(C)c1C	-1.8%	-5.7%	-30.6%	-0.8%	-13.3%	-10.1%	-6.4%	-1.0%	-6.4
Cc1cccc(N2CCN(C(=O)c3cccc(-n4c(C)nc5cccnc54)c3)CC2C)c1 (centres undefined)	-2.0%	2.7%	-24.1%	9.8%	-20.0%	6.2%	-9.9%	?	-3.2
O=C(O)CC/C(=C\c1cccc(NC(=O)c2ccccc2Cl)c1)c1nc2ccccc2s1	?	-2.8%	-10.3%	5.8%	?	54.0%[activator]	-9.4%	-41.1%	3.2
Cn1nccc1NC(=O)COCC(=O)O	-7.1%	6.7%	-4.8%	0.0%	1.8%	20.2%	-9.0%	?	-0.4
C/C(=N/NC(=O)CNC(=O)COc1ccccc1)c1ccc(Cl)cc1	-3.2%	-0.7%	-22.6%	-10.5%	-22.3%	23.3%	-15.9%	-12.8%	4.4
COc1ccccc1NC(=O)CC1Nc2ccccc2NC1=O (centres undefined)	?	11.1%	-18.5%	-0.4%	9.7%	21.5%	-15.3%	?	4.2
Cc1onc(-c2ccccc2)c1C(=O)NC(CC(=O)O)c1ccc(OC(C)C)cc1 (centres undefined)	-3.3%	5.0%	3.1%	-11.0%	2.3%	33.1%	-13.8%	-9.0%	-4.9
Cc1cc(=O)oc(C)c1C(=O)OCC(=O)c1ccc(Br)cc1	6.1%	-0.4%	-12.4%	-0.4%	5.2%	36.1%[activator]	-16.0%	-13.8%[59 µM]	-1.8
O=[N+]([O-])c1ccccc1S(=O)(=O)N1CCCc2ccccc21	-2.1%	i	?	-7.6%	-38.0%	17.4%	-11.2%	/	0.5
C[C@H]1CN([C@@H](C)CO)S(=O)(=O)c2ccc(Br)cc2O[C@H]1CN(C)C(=O)c1cnccn1	/	-4.5%	/	-3.7%	/	/	-3.6%	/	-1.1
Cc1cc(C)nc(-n2nc(C)cc2Nc2ccccc2)n1	-10.3%	-1.9%	-26.0%	9.0%	-20.2%	26.7%	-18.9%	-22.4%[12.7 µM]	-11.1
O=C(NCc1cccs1)c1ccc(CSc2nc3ccncc3n2Cc2ccccc2)cc1	32.4%[activator]	0.2%	-16.4%	6.3%	-3.4%	43.3%[activator]	-9.7%	?	-2.8
CC(C)C[C@H](NC(=O)c1nc[nH]c1C(=O)N[C@@H](CCCCNC(=O)OC(C)(C)C)C(=O)OC(C)(C)C)C(=O)OCc1ccccc1	-5.3%	-5.7%	-14.5%	-12.4%	-2.6%	48.4%[activator]	-22.4%	-3.6%	1.7
COc1cccc(-n2c(C)nc3c(cnn3-c3ccc(C)cc3)c2=O)c1	1.2%	1.9%	-13.0%	-0.1%	5.1%	22.3%	8.0%	4.4%[12.7 µM]	-1.8
CN1C2Cc3c(n(C)c4ccccc34)C1CC=C2CO (centres undefined)	-3.7%	-2.6%	-24.5%	11.6%	7.8%	15.1%	-19.0%	8.1%[0.501 µM]	3.8

Arranged by SMILES length (largest number first): some entries from above.
SMILES	Pin1 inh	Tb PGK inh	JMJD2A Tudor inh	GLS inhibitor	BAZ2B block	HP1b chromo inh	POLH inh	G9a block	PI4K2A inh
CC(C)C[C@H](NC(=O)c1nc[nH]c1C(=O)N[C@@H](CCCCNC(=O)OC(C)(C)C)C(=O)OC(C)(C)C)C(=O)OCc1ccccc1	-5.3%	-5.7%	-14.5%	-12.4%	-2.6%	48.4%[activator]	-22.4%	-3.6%	1.7
C[C@H]1CN([C@@H](C)CO)S(=O)(=O)c2ccc(Br)cc2O[C@H]1CN(C)C(=O)c1cnccn1	/	-4.5%	/	-3.7%	/	/	-3.6%	/	-1.1
Cc1cccc(N2CCN(C(=O)c3cccc(-n4c(C)nc5cccnc54)c3)CC2C)c1 (centres undefined)	-2.0%	2.7%	-24.1%	9.8%	-20.0%	6.2%	-9.9%	?	-3.2
Cn1c(=O)c2cc(S(=O)(=O)NCCC(=O)Nc3ccccc3F)ccc2n(C)c1=O	-0.7%	-2.4%	-11.5%	-0.5%	3.8%	20.8%	-3.1%	/	-2.0
CN(c1ccccc1)c1nc(N)c([N+](=O)[O-])c(Nc2ccc(F)cc2)n1	?	1.5%	-14.0%	0.8%	-4.0%	5.1%	-21.3%	33.1%	-0.7
COc1cccc(-c2ccc(C#N)c(SCC(=O)NCc3ccco3)n2)c1	22.3%	-3.1%	-1.7%	0.7%	-15.9%	43.0%[activator]	-0.9%	?	-1.9
O=[N+]([O-])c1ccccc1S(=O)(=O)N1CCCc2ccccc21	-2.1%	i	?	-7.6%	-38.0%	17.4%	-11.2%	/	0.5
O=C(NCC1CCCN1S(=O)(=O)c1ccccc1)C(=O)NC1CC1 (centres undefined)	-4.8%	3.3%	35.5µM*	11.3%	5.4%	0.1%	1.1%	50.1µM*	3.9
COc1ccccc1NC(=O)CC1Nc2ccccc2NC1=O (centres undefined)	?	11.1%	-18.5%	-0.4%	9.7%	21.5%	-15.3%	?	4.2

The list is partial; count on the stated rates, not on these rows.
